Compound activity from PubChem.
NPY1 pot ag = potentiates or activates human NPY-Y1 receptor; P25929; NPY-Y1 expressing cells, potentiator/agonist activation; activation, % at 3.6 µM; 220,000 compounds, 0.37% hits; in the data active = activation above about 33%, passing the limit was not always enough;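 note: cells stimulated with NPY at EC10 then isoproterenol at EC100; 0% = low agonist plus stimulus and 100% = saturating agonist plus stimulus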
NPY-Y2 PAM-ag = potentiates or activates human NPY-Y2 receptor; AID 1359; activation, % at 3.6 µM; cells expressing NPY-Y2, potentiator/agonist read-out; P49146; 220,000 compounds, 0.45% hits; in the data active = activation above about 27%;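 note: cells stimulated with NPY near EC25 plus isoproterenol at EC100; 0% = vehicle plus submaximal agonist and 100% = vehicle plus saturating agonist; some results beyond the cut were filed as inactive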
CHOP inhibitor = inhibitors of CHOP induction in ER stress response; 220,000 compounds, 3.8% hits; inhibition, % at 10 µM; CHO-K1 CHOP-promoter luciferase, tunicamycin-induced, 15-18 h;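 active = compounds that reduced the stress-induced luciferase reporter signal by more than about 70% of percent inhibition, limit read from the data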;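 note: 0% = tunicamycin plus vehicle and 100% = wells without tunicamycin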
TRPML3 agonist = activates the human TRPML3 channel | Q8TDD5 | HEK293 TRPML3-YFP, Fluo-8 calcium fluorescence; 100% = the carbachol control signal | activation, % at 3 µM | 220,000 compounds, 0.29% hits;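 active = activation above its plate's cutoff, the mean activation of the plate's test wells plus 3 SD, cut at about 12% in these data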;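 note: 0% = DMSO only wells and 100% = carbachol wells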
Target sequence (Q8TDD5 whole entry, looked up): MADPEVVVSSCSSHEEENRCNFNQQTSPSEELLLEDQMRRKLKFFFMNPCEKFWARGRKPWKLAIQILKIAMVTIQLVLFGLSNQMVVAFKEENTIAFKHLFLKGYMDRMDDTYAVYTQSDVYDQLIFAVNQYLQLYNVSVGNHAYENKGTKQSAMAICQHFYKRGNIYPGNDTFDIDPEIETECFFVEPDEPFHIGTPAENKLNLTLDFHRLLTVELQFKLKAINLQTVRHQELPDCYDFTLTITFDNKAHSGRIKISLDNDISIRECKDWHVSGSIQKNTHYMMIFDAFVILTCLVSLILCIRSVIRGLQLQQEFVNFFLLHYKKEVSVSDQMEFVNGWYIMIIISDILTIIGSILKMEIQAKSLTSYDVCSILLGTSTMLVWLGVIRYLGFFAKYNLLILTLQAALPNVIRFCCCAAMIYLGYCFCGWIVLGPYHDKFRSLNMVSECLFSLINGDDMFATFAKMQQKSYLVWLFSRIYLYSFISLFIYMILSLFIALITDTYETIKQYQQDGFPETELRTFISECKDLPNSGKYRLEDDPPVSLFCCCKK
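Material: HEK293 cells stably carrying human TRPML3-YFP; compound dosing: single dose, 3 µM final nominal compound, 0.3% DMSO final; incubation: 1-h 37 °C dye load, 5-s basal, 120-s post-compound reads; technique: Fluo-8 intracellular calcium fluorescence, excitation 470-495 nm, emission 515-575 nm; read-out basis: percent activation from peak-to-basal fluorescence ratio, scaled between DMSO and carbachol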
S1P4 ag = activates the human S1P4 receptor; O95977; AID 1509; S1P4-expressing cell line, agonist reporter assay; activation, % at 4.98 µM; 220,000 compounds, 0.35% hits; in the data active = activation above about 11%;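 note: 0% = DMSO vehicle and 100% = reference agonist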
NPY Y1 blocker = NPY-Y1 (human) receptor antagonism. P25929. HEK293-CNG Y1 cells, membrane potential fluorescence; NPY at EC95, then isoproterenol. inhibition, % at 3.6 µM. 200,000 compounds, 1% hits. AID 1040;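 active = inhibition above the campaign mean inhibition of all tested compounds plus 3 SD, cut at about 20% in these data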;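 note: 0% = DMSO wells given NPY plus isoproterenol and 100% = isoproterenol alone without NPY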
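Material: HEK293 cells with Y1 receptor plus CNG channel; times: compound incubation 1 h at room temperature, readout 45 min post-stimulation; signal: fluorescence, membrane potential probe; read-out basis: fluorescence ratio normalized to % inhibition between controls; benchmarks: full-block control isoproterenol-only wells, zero-block control NPY plus isoproterenol wells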
EP2 modulator = modulates human prostaglandin E2 receptor EP2 signaling | P43116 | EP2-expressing cells, cAMP HTRF FRET, PGE2 co-stimulation | 260,000 compounds, 0.83% hits | AID 940 | induction, % at 25 µM;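 active = compounds whose cAMP rise, as percent of the full-agonist control response, exceeds 60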;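 note: rat C6 glioma line stably carrying human EP2 under a CMV promoter; the protocol text gives 20 µM as final concentration; 100% = response of wells given 1 µM PGE2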
Target sequence (P43116 whole entry, looked up): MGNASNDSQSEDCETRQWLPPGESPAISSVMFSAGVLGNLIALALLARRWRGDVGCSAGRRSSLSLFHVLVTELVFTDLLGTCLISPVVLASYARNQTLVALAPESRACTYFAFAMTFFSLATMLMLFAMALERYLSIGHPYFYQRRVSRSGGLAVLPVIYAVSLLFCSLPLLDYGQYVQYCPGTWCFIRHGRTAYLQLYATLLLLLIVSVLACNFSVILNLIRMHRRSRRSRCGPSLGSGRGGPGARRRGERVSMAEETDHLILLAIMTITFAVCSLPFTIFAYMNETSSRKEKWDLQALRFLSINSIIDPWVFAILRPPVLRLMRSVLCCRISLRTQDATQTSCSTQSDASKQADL
S1P4 antag = human S1P4 receptor antagonism; O95977; S1P4-expressing cells, antagonist mode, reporter read-out; inhibition, % at 4.98 µM; 220,000 compounds, 0.26% hits; in the data active = inhibition above about 29%;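 note: 0% = wells stimulated with agonist and 100% = vehicle wells without agonist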
zfTRPN1 agonist = zebrafish TRPN1 (NompC) channel agonism. HEK293 zebrafish TRPN1-YFP, Fluo-8 calcium fluorescence; 100% = response to 87 µM carbachol. activation, % at 3 µM. 220,000 compounds, 0.18% hits. AID 1424;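 active = activation above its plate's cutoff, the mean activation of test wells on that plate plus 3 SD, cut at about 19% in these data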;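 note: 0% = DMSO alone and 100% = 87 µM carbachol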
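Control set: carbachol 87 µM as high control, DMSO as low control; system: HEK293 stable line with zebrafish TRPN1-YFP; read-out: % activation versus carbachol response; detection: intracellular calcium fluorescence with Fluo-8; doses: single test compound dose, 3 µM nominal, 0.3% DMSO; schedule: dye 1 h 37 °C plus 30 min RT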
Active calls of the source: *; . = not tested or not shown.

SMILES | NPY1 pot ag | NPY-Y2 PAM-ag | CHOP inhibitor | TRPML3 agonist | S1P4 ag | NPY Y1 blocker | EP2 modulator | S1P4 antag | zfTRPN1 agonist
Cc1cccc(-n2c(N)c(-c3nc4ccccc4n3C)c3nc4ccccc4nc32)c1 | -20.0 | 0.6 | 49.1 | 1.1 | 0.0 | -3.0 | 6.2 | -0.6 | 0.7
CN(Cc1ccccc1)S(=O)(=O)c1ccc2c(c1)n(C)c(=O)n2C | -7.9 | -10.7 | 67.6 | 0.2 | 1.1 | -3.4 | -9.7 | -21.4 | 1.6
O=c1oc2ccccc2c(Nc2cccc3ccccc23)c1[N+](=O)[O-] | -14.8 | 15.2 | 53.2 | -0.2 | 3.0 | -3.4 | 10.0 | -21.5 | 3.0
C/C(=N\NC(=O)c1nonc1N)c1cccs1 | 2.0 | -8.7 | 18.8 | 0.4 | -1.3 | 2.0 | 17.8 | 5.0 | -0.6
CCCc1[nH][nH]c(=O)c1C(c1ccc(Br)cc1)C(C#N)C#N (stereo not drawn) | 5.1 | -11.8 | 9.3 | 0.6 | -0.1 | 2.7 | -14.0 | -2.1 | 0.2
C=CCn1cc(C(=O)N2CCc3ccccc3C2)c(=O)c2cc(S(=O)(=O)N(CC)CC)ccc21 | -15.4 | 18.7 | -13.9 | -0.1 | 0.4 | 1.5 | 28.6 | 8.8 | -0.1
O=C1OC(c2ccccc2)=N/C1=C\N1CCCCC1 | 2.8 | 12.1 | -1.1 | -0.3 | -0.7 | -5.2 | 23.3 | -7.5 | -1.2
CCOC(=O)c1c(-c2ccccc2)[nH]c2ccc(O)cc12 | 8.8 | -9.0 | 8.1 | 0.3 | -2.3 | -4.2 | -14.4 | -16.7 | -1.0
O=C(O)CCCCOn1ccnc1 | -7.0 | 12.9 | 15.6 | 0.8 | 0.8 | 4.9 | 18.3 | -11.6 | 2.6
CC12CCC(C(=O)N(c3ccccn3)c3ccccn3)(OC1=O)C2(C)C (stereo not drawn) | 9.2 | 6.0 | 5.3 | 0.8 | 0.5 | 0.5 | 1.8 | -11.9 | -0.2
CC1CCc2sc3c(c2C1)c1ncnn1c(=O)n3CC(=O)c1ccc(Br)cc1 (stereo not drawn) | -10.4 | -3.2 | . | 0.8 | 2.3 | 2.9 | . | -12.8 | -1.8
CCOC1=NN(c2ncc(C(F)(F)F)cc2Cl)C(=O)/C1=C/N(C)C | 15.0 | 4.8 | 7.0 | -0.4 | -0.9 | 0.5 | 3.2 | -12.1 | -1.0
CCCCN(C)C(=O)c1oc2ccc(S(=O)(=O)N3CCCCCC3)cc2c1C | -10.4 | -4.1 | 25.6 | 0.3 | -0.2 | 4.7 | -16.9 | -19.8 | 0.6
CC(C)(C)NC(=O)CCN(/N=C/c1ccc([N+](=O)[O-])o1)C1=NS(=O)(=O)c2ccccc21 | -3.4 | 3.3 | -1.7 | 0.1 | -1.8 | -3.8 | -22.9 | -7.8 | 0.6
COc1ccccc1C(=O)N/C(=C/c1ccccc1)C(=O)NC(CCSC)C(=O)O (stereo not drawn) | 12.2 | 1.8 | 12.3 | -0.2 | -0.5 | 7.8 | -1.3 | -8.5 | 0.6
CCCCNS(=O)(=O)c1ccc(S(=O)(=O)n2cnc3ccccc32)cc1 | -12.7 | 12.1 | 5.0 | 0.6 | -1.3 | -3.1 | 6.5 | -19.9 | 0.1
CCOC(=O)Cc1[nH]nc2c1C(c1ccoc1)C(C#N)=C(N)O2 (stereo not drawn) | -25.9 | -0.1 | 44.3 | 1.1 | 2.0 | 6.2 | -5.0 | -25.1 | -0.1
CSC1=NC(NCCCO)c2c(sc3c2CC(C)(C)OC3)N1 (stereo not drawn) | -26.8 | -12.6 | 17.6 | -0.4 | 1.4 | -2.5 | -4.3 | -5.6 | 0.1
S=C1NCCOCCOCCOCCN1 | 21.6 | -21.7 | 12.7 | 0.0 | -1.1 | -0.8 | -6.5 | 3.8 | 0.6
CCc1cccc(CC)c1NC(=O)COC(=O)c1cccc(S(=O)(=O)N2CCc3ccccc3C2)c1 | 3.8 | 7.8 | 26.3 | 1.1 | 2.9 | -4.7 | 20.7 | -30.7 | 1.6
CCN(CC)S(=O)(=O)c1cc(NC(=O)CNc2c(C)n(C)n(-c3ccccc3)c2=O)ccc1C | 4.8 | -6.9 | -4.4 | 0.4 | 3.2 | 0.3 | 13.6 | 1.9 | -0.2
O=C(CSc1n[nH]c(=O)[nH]c1=O)NC1CC1 | -19.9 | -4.8 | 6.8 | -0.2 | 1.5 | 1.7 | 15.5 | -8.1 | 0.3
COc1ccc(C2C3=C(CC(C)(C)CC3=O)Oc3ncn(Cc4ccco4)c(=N)c32)cc1 (stereo not drawn) | 6.9 | 10.0 | 38.5 | -0.3 | -2.1 | 5.5 | 18.1 | -1.1 | -0.4
C/C(=N\NS(=O)(=O)c1ccccc1)c1ccc2c(c1)OCO2 | -1.7 | -14.8 | -21.8 | -0.3 | 1.8 | 8.2 | 19.3 | 8.4 | 0.1
C=CCCCCCCCCc1nc(=S)[nH][nH]1 | -42.8 | -22.9 | 40.4 | 0.0 | 1.9 | 13.6 | 7.0 | -10.0 | -1.9
COc1ccc(C(CC(=O)NCc2ccccc2)Sc2n[nH]c(-c3ccccc3)n2)cc1 (stereo not drawn) | -8.5 | 6.8 | 13.3 | 0.6 | -0.4 | 0.0 | 12.5 | 2.0 | -0.4
COc1ccc(-n2c(O)c(C=Nc3ccccc3)c3ccccc3c2=O)cc1OC | -16.5 | 1.9 | 62.5 | 0.6 | 2.6 | . | -17.0 | -8.6 | -1.2
CC(C)COC(=O)n1c(=O)oc2ccc(S(=O)(=O)N3CCCCC3)cc21 | 9.6 | 6.4 | 11.3 | 2.9 | 0.3 | . | 19.6 | -15.6 | 3.0
CC(=O)Oc1ccc(/C=N/NC(=S)Nc2ccccc2)cc1 | -11.9 | -3.6 | 2.6 | 0.6 | -0.7 | 3.8 | 54.5 | 8.3 | 0.2
Cc1ccc(C)c(NC(=S)NNC(=O)c2csc(C)c2C)c1 | 3.6 | -3.2 | -86.6 | 0.1 | 3.1 | 1.3 | -2.4 | -3.4 | -1.1
Cc1c(NS(C)(=O)=O)c(=O)n(-c2ccccc2)n1C | 23.0 | 10.4 | 19.8 | 0.9 | 1.7 | 2.4 | 11.7 | -11.2 | -0.2
O=C(Nc1ccccc1)C1CCCN(C(=O)c2ccc(Cl)cc2)C1 (stereo not drawn) | -1.9 | 13.0 | -10.4 | 1.7 | 2.5 | 6.8 | -55.1 | -13.4 | 2.3
CCOc1cc(CNCCN(C)C)c(Cl)cc1OCC(=O)NCCc1ccccc1 | -33.0 | -16.6 | 1.1 | 0.3 | 1.1 | -3.9 | 11.6 | 12.2 | 0.2
CCS(=O)(=O)N1CCC(C(=O)NCCc2ccc(C)cc2)CC1 | -12.1 | 7.1 | -20.2 | 0.7 | 0.3 | -1.2 | 5.9 | -2.8 | -0.3
O=C(Nc1ccc(-c2nc3cccnc3s2)cc1)c1cccnc1Cl | 8.6 | 4.2 | 52.0 | 0.7 | -0.1 | . | -29.8 | 2.8 | 4.5
C=CCn1c(SCC(=O)Nc2cc(NC(C)=O)ccc2OC)nnc1-c1cccnc1 | -8.0 | -10.6 | 2.0 | 0.6 | 1.1 | 5.0 | 1.4 | -9.3 | 0.5
Cc1cccc2cc(COC(=O)c3ccccn3)c(=O)[nH]c12 | 9.9 | 3.8 | -0.7 | 0.3 | -1.4 | -7.8 | -14.2 | -5.0 | 2.6
COc1ccc(C2CC(C(F)(F)F)n3nc(C(=O)Nc4ccc5c(c4)OCO5)cc3N2)cc1 (stereo not drawn) | 8.6 | 13.7 | 60.9 | 0.7 | -0.8 | -0.3 | -18.0 | -13.0 | 0.5
CCOc1c(Br)cc(/C=N\NC(=O)c2ccccc2)cc1OC | -6.4 | -3.5 | -8.1 | 0.4 | 0.8 | 4.5 | -51.8 | -24.2 | 0.0
O=C(NCCc1ccc(Cl)cc1)c1ccc(CNc2c(N3CCOCC3)c(=O)c2=O)cc1 | 13.4 | -2.5 | -9.1 | 0.0 | 1.4 | . | 11.9 | -5.1 | 1.1
O=C1CC(c2ccsc2)c2cc3c(cc2N1)OCCO3 (stereo not drawn) | -4.4 | 7.5 | 24.6 | -0.4 | -1.6 | -2.4 | -7.6 | 1.9 | 2.5
Cc1ccccc1OCc1nc2ccc(S(=O)(=O)N3CCOCC3)cc2[nH]1 | -12.8 | -10.1 | 14.7 | 1.0 | -4.4 | 1.0 | 2.4 | -16.4 | 0.8
COC(=O)C1C(=O)C2=C(CC1C)NC(=O)CC2c1ccc(O)c(OC)c1 (stereo not drawn) | -16.2 | 6.1 | -3.6 | 0.4 | -0.2 | 7.9 | 20.8 | -12.7 | 1.4
NNC(=O)C(Cc1c[nH]c2ccccc12)NC(=O)c1ccccc1 (stereo not drawn) | 18.0 | 2.4 | 9.9 | -0.5 | 1.2 | . | 11.1 | 2.1 | -2.0
CN(C(=O)Nc1ccc(Cl)cc1)c1c2c(nn1C)CCCC2 | 0.5 | -4.3 | 35.9 | 0.9 | 0.9 | -0.6 | -5.4 | -7.4 | 0.9
S=C(NCc1ccccc1)Nc1ccc(Cl)cc1 | 9.1 | 11.4 | -14.6 | 1.0 | 1.5 | -2.8 | -50.6 | -6.0 | 5.3
COc1cccc(-c2nn(C)c3sc(C(=O)N4CCN(c5ccccn5)CC4)cc23)c1 | -0.8 | -0.6 | 43.7 | 0.2 | 2.4 | 5.0 | -20.2 | -13.7 | 2.9
COc1ccc(C/C(C)=N/NC(=O)c2ccc(C)cc2C)cc1 | -15.8 | -2.0 | 13.1 | -0.4 | 1.0 | -0.7 | 5.3 | -5.4 | -0.1
CCCC(NC(=O)c1c(C)noc1C)C12CC3CC(CC(C3)C1)C2 (stereo not drawn) | 7.0 | -4.9 | 38.0 | 0.8 | 0.6 | 3.5 | 43.4 | 4.3 | 0.9
NS(=O)(=O)c1ccc(NC(=O)COC(=O)c2cc(Cl)ccc2[N+](=O)[O-])cc1 | 22.9 | -9.6 | -3.4 | -0.4 | -0.1 | . | -1.1 | -19.6 | 2.4
O=C(Cn1cccc(C(F)(F)F)c1=O)c1ccc(Cl)cc1 | -3.1 | -18.1 | 3.6 | 0.3 | -0.6 | . | -25.9 | -13.1 | 0.6
CCOC(=O)NC(=O)COC(=O)c1cccc2ccccc12 | -12.8 | -7.2 | -7.7 | 0.4 | -0.3 | 8.9 | -24.6 | 2.8 | -1.1
CC(C)OCCCNC(=O)CCSc1ccc(Cl)cc1 | -7.1 | 4.4 | -18.5 | 0.0 | -0.7 | 8.9 | 8.2 | -6.1 | -1.5
